14-3-3 Bad PPI: inhibitors of 14-3-3 zeta/Bad binding, primary screen, biochemical, TR-FRET, bovine 14-3-3 zeta. inhibition, % at 21.7 µM. 14-3-3 protein zeta/delta (Bos taurus), P63103. AID 781, 2007. TR-FRET 14-3-3zeta/Dy647-pBad peptide displacement, 1 h. 220,000 tested, 0.71% active;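 active = inhibition above about 70%, limit read from the data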;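 also: 0% = full 14-3-3 plus peptide FRET controls and 100% = background without 14-3-3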
Target sequence (P63103 whole entry, looked up): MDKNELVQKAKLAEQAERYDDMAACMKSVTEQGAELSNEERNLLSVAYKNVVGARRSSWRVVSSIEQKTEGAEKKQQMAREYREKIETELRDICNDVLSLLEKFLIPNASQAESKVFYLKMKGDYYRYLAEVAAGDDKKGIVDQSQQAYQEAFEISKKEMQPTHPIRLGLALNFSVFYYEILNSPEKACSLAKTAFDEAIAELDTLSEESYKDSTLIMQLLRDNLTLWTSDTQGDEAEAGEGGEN
Hck-Nef inh: inhibitors of Nef-activated human Hck kinase, primary screen, biochemical, Z-Lyte FRET, 384-well, Hck-YEEI; Recombinant Hck-YEEI plus Nef, Z-Lyte FRET kinase assay; inhibition, % at 20 µM; 220,000 tested, 0.68% active;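 active = Hck-Nef kinase inhibition above about 50%, limit read from the data; inactive = inhibition below that limit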;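 also: 0% = DMSO with Hck plus Nef and 100% = Hck alone without Nef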
EBV gp42 block: Epstein-Barr virus gp42 inhibitors, primary screen, biochemical, uHTS, fluorescence polarization | inhibition, % (tested at 21.74 µM) | 220,000 tested, 0.42% active | Fluorescence polarization binding assay, mP read-out | AID 1085, 2008 | Glycoprotein 42 (Epstein-Barr virus (strain AG876)), Q1HVG2; in the data active = inhibition above about 50%
Target sequence (Q1HVG2 whole entry, looked up): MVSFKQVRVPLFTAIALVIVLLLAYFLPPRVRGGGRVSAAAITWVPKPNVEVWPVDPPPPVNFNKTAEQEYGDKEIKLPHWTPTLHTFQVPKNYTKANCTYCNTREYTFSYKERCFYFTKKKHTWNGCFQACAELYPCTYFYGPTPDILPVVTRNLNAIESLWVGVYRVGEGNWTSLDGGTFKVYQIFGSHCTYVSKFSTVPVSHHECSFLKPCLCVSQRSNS
p47phox inh: p47phox/p22phox peptide binding inhibitors, primary screen, biochemical, uHTS, NADPH oxidase regulatory subunit. 220,000 tested, 0.53% active. AID 1274, 2008. inhibition, % at 24.7 µM. fluorescence polarization, 2 h;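 active = inhibition above about 30%, limit read from the data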;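 also: 0% = p47phox with labelled peptide and 100% = labelled peptide alone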
Runt-SMMHC FRET: inhibitors of RUNX1 Runt–CBFb-SMMHC binding, primary screen, biochemical, FRET, Cerulean-Runt, Venus-CBFb-SMMHC, uHTS | Runt-related transcription factor 1 (Homo sapiens) + Core-binding factor subunit beta … | Cerulean-Runt/Venus-CBFb-SMMHC FRET ratio 530/480, 1 h | inhibition, % at 20 µM | 220,000 tested, 0.74% active | AID 1434, 2008;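 active = mean inhibition across duplicate retests at 20 µM reaching about 50%, limit read from the data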;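 also: 0% = DMSO wells and 100% = wells with excess untagged CBFb-SMMHC; inhibitors lower the FRET ratio by blocking Runt binding to CBFb-SMMHC; some results filed as inactive read as strong as hits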
Mdm2 ligase inh: MDM2-luciferase reporter signal enhancers, primary screen, MDM2 E3 ligase inhibitor project, cell-based, luminescence, 1536-well | E3 ubiquitin-protein ligase Mdm2 (Homo sapiens), Q00987 | 210,000 tested, 0.11% active | cell-based MDM2 ubiquitination luciferase reporter, 2 h; 0 = plate control, 100 = twice control, blank-subtracted | signal enhancement, % at 5 µM;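 active = signal enhancement of 30% or more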;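 also: luminescence tracks abundance of the self-degrading MDM2-luciferase fusion protein; higher signal means inhibition of MDM2 E3 ligase activity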
Target sequence (Q00987 whole entry, looked up, the tested form may be a part): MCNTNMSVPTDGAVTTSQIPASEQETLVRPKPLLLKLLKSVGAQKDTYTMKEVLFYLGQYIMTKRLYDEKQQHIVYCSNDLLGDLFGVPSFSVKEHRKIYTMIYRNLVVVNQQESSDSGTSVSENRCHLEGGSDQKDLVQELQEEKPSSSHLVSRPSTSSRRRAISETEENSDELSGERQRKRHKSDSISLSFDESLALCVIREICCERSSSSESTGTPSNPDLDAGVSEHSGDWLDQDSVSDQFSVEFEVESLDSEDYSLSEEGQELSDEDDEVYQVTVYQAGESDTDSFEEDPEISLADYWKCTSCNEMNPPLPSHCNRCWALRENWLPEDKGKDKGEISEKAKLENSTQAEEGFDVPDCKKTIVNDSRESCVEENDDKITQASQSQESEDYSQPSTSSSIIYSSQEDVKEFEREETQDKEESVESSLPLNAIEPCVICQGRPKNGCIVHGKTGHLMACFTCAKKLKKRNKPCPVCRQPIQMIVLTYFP
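Assay system: stable mammalian line carrying autodegrading MDM2–luciferase fusion reporter; amount: 2000 cells seeded into each well; buffer or medium: DMEM; benchmarks: plate control and blank wells; signal: luciferase luminescence; timing: 2 h compound exposure at 37 °C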
Runt-CBFb FRET: inhibitors of RUNX1 Runt–CBFb binding, primary screen, biochemical, FRET, Cerulean-Runt, Venus-CBFb, uHTS | Runt-related transcription factor 1 (Homo sapiens) + Core-binding factor subunit beta … | Cerulean-Runt/Venus-CBFb FRET ratio 530/480, 1 h | inhibition, % at 20 µM | 220,000 tested, 0.46% active | AID 1496, 2009;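 active = inhibition over about 50% at 20 µM in the single-dose screen, limit read from the data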;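 also: 0% = DMSO wells and 100% = excess unlabeled CBFb competitor control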
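Measured by: fluorescence energy transfer, 422 nm excitation, 530/480 nm emission; Assay system: Cerulean-Runt domain; Medium: Tris pH 7.5 buffer with BSA; Measure: loss of energy transfer signal; Controls: 5 µM unlabeled CBFb as full-inhibition high control; Incubation: protein complex preformed 1 h, compound exposure 1 h, room temperature, dark.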
Tb hexokinase: Trypanosoma brucei hexokinase 1 inhibitors, primary screen, biochemical, G6PDH-coupled NADH absorbance, MLSCN library. AID 1430, 2008. 220,000 tested, 0.11% active. inhibition, % at 10 µM. hexokinase 1 [Trypanosoma brucei]. recombinant TbHK1, G6PDH-coupled NADH A340;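 active = inhibition of 50% or more in the single-dose primary screen; inactive = inhibition below 50%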
zVAD death inh: inhibitors of zVAD-triggered necroptosis, primary screen, L929 cells; viability rescue, % at 10 µM; L929 zVAD necroptosis rescue, ATP luminescence, 24 h; with zVAD 60 µM; 220,000 tested, 0.38% active;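 active = activation, scaled between plate controls, above about 75%, limit read from the data; inactive = activation under that limit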;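 also: 0% = zVAD with DMSO and 100% = DMSO alone without zVAD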
Active calls of the source: *; nt = no result given; [ ] = another dose, or the depositor's remark. Not a hit list; 3.2% or so of the library scored in one or more.

Values run as follows: 14-3-3 Bad PPI | Hck-Nef inh | EBV gp42 block | p47phox inh | Runt-SMMHC FRET | Mdm2 ligase inh | Runt-CBFb FRET | Tb hexokinase | zVAD death inh
1	O=C(COc1ncnc2ccccc12)Nc1ccccc1[N+](=O)[O-]
→ -1 | 25 | -5 | -2 | 1 | -31 | -1 | -2 | 1.5
2	O=C(CCCN1C(=O)c2ccccc2C1=O)N1CCc2ccccc2C1
→ 2 | -1 | -11 | -20 | 0 | -5 | 0 | -5 | 0.3
3	COc1ccc(C2CC(=O)Oc3c(C(CCN4CCN(c5ccccc5)CC4)c4ccc(N(C)C)cc4)c(OC)cc(OC)c32)cc1 (configuration not stated)
→ 0 | 24 | -27 | 5 | 1 | 10 | 0 | -12 | -0.3
4	Cc1cccc(OCc2n[nH]c(=S)o2)c1C
→ -1 | -11 | -4 | -6 | 4 | -11 | 4 | -2 | 0.1
5	CCOc1ccc(N2CC(C(=O)OCC(=O)NCc3ccccc3)CC2=O)cc1 (configuration not stated)
→ 2 | 0 | -15 | -4 | -3 | 6 | -1 | 2 | 0.2
6	CS(=O)(=O)c1ccccc1C(=O)N1CCN(Cc2ccccc2)CC1
→ 0 | 16 | -16 | -4 | -1 | 0 | -1 | -2 | -0.5
7	COc1ccc2c(c1)c1ncn(CCCN3CCOCC3)c(=O)c1n2C
→ -4 | 1 | 0 | -4 | 1 | -11 | 2 | -12 | 0.1
8	COc1cc(OC)cc(C(=O)OCn2nnc3ccccc3c2=O)c1
→ 5 | -1 | 3 | 3 | 1 | -17 | 0 | -5 | 2.2
9	Cc1ccc(C(=O)CN(C(=O)c2ccc(Cl)cc2)N2C(=O)c3ccccc3C2=O)cc1
→ -6 | -2 | -7 | -1 | 4 | -7 | -1 | 4 | 0.3
10	CCS(=O)(=O)NCCc1cc2c(OC)ccc(OC)c2[nH]c1=O
→ 3 | 1 | 4 | -5 | -1 | 9 | -3 | -6 | 0.6
11	CC(=O)Nc1ccc(OS(=O)(=O)c2cc(Cl)ccc2C)cc1
→ -9 | -42 | 5 | -3 | -2 | -9 | 0 | 3 | 1.2
12	CNC(=O)c1ccccc1S(=O)c1ccccc1COC(C)=O (configuration not stated)
→ 0 | 18 | -17 | 3 | 1 | -11 | 1 | -8 | 0.4
13	O=C(CCCn1c(SCC(=O)c2ccc(O)c(O)c2)nc2ccccc2c1=O)NCC1CCCO1 (configuration not stated)
→ -14 | 0 | 14 | -16 | 2 | -1 | 0 | -31 | 7.3
14	Cc1nc(NC(=O)c2cccnc2)ccc1Br
→ -5 | -1 | -7 | -6 | -1 | -23 | 0 | -4 | 0.3
15	Cc1nc2c(S(=O)(=O)c3ccccc3)cnn2c(C)c1C
→ 2 | -11 | 4 | 1 | 2 | -4 | 0 | -5 | -0.6
16	Cc1ccc2cc(CCNC(=O)c3c(-c4ccccc4Cl)noc3C)c(=O)[nH]c2c1
→ 12 | 2 | 0 | -7 | 5 | -2 | 1 | -20 | 0.6
17	O=c1[nH]c(N/N=C\c2ccc(F)cc2)nc2ccccc12
→ -18 | 24 | -2 | 8 | 19 | -14 | 16 | -20 | 68
18	CC(=O)c1ccc(-n2nncc2C)cc1
→ -6 | 1 | -5 | -2 | -1 | -3 | -3 | 5 | 0.0
19	COc1ccc(C(=O)C2CCCN(C(=O)c3cc4nc(C)cc(C)n4n3)C2)cc1F (configuration not stated)
→ 5 | 25 | -7 | -8 | 1 | 7 | 0 | 2 | 5.6
20	CCOC(=O)C1=C(C)NC(C)=C(C(=O)OCC)C1C(=O)OCC(=O)c1ccc2c(c1)OCCO2
→ -7 | 5 | -25 | -10 | 4 | -16 | -4 | -14 | -0.1
21	CN=C(Nc1ccccc1)SC1CC(=O)N(c2cccc(OC)c2)C1=O (configuration not stated)
→ -6 | 1 | 1 | -16 | -1 | -10 | 0 | -5 | 2.1
22	Cc1nn(-c2ccccc2)c(N)c1C1(O)C(=O)N(C)c2ccccc21 (configuration not stated)
→ -16[fluorescence artefact?] | 3 | -18 | -7 | -1 | -6 | 0 | 0 | 0.6
23	Cn1c(=O)cc(OCC(=O)N2CCN(c3cccc(C(F)(F)F)c3)CC2)c2ccccc21
→ -6 | 0 | -6 | -15 | -10 | nt | -1 | 6 | 0.4
24	Cc1csc2nc(CCNS(=O)(=O)c3ccc4c(c3)OCCO4)cn12
→ 18 | -1 | -16 | 4 | 0 | -6 | 3 | -10 | 1.9
25	O=C(NCCn1ccc2ccccc21)c1ccc2c(c1)OCO2
→ 11 | -9 | 0 | 5 | 0 | -15 | 1 | 5 | -0.6
26	O=c1cc(N2CCCCC2)c(-c2ccccc2)nn1Cc1c(Cl)cccc1Cl
→ -4 | 1 | -16 | -17 | -4 | -4 | -3 | 7 | 2.0
27	Cc1ccc(S(=O)(=O)/N=C(/Nc2ccc3[nH]c(=O)[nH]c3c2)c2ccc(F)cc2)cc1
→ -4 | 7 | 9 | -11 | 2 | -23 | 2 | -7 | -0.4
28	O=C(O)COc1ccc(-c2nccc(-c3ccccn3)n2)cc1
→ -19 | 24 | -4 | 2 | 1 | -10 | 1 | -5 | 8.8
29	COc1cc(C(=O)OC(C)CN2CCCC2)cc(OC)c1OC (configuration not stated)
→ -2[fluorescence artefact?] | 2 | -14 | -1 | 2 | -20 | 0 | 7 | -0.2
30	O=C(C1CCCO1)N1CCN(C(=S)Nc2ccccc2C(F)(F)F)CC1 (configuration not stated)
→ -1 | -1 | -10 | -10 | 1 | -8 | -1 | 0 | -0.4

Reformatted: four of the compounds above
17: O=c1[nH]c(N/N=C\c2ccc(F)cc2)nc2ccccc12
- 14-3-3 Bad PPI = -18
- Hck-Nef inh = 24
- EBV gp42 block = -2
- p47phox inh = 8
- Runt-SMMHC FRET = 19
- Mdm2 ligase inh = -14
- Runt-CBFb FRET = 16
- Tb hexokinase = -20
- zVAD death inh = 68
18: CC(=O)c1ccc(-n2nncc2C)cc1
- 14-3-3 Bad PPI = -6
- Hck-Nef inh = 1
- EBV gp42 block = -5
- p47phox inh = -2
- Runt-SMMHC FRET = -1
- Mdm2 ligase inh = -3
- Runt-CBFb FRET = -3
- Tb hexokinase = 5
- zVAD death inh = 0.0
19: COc1ccc(C(=O)C2CCCN(C(=O)c3cc4nc(C)cc(C)n4n3)C2)cc1F (configuration not stated)
- 14-3-3 Bad PPI = 5
- Hck-Nef inh = 25
- EBV gp42 block = -7
- p47phox inh = -8
- Runt-SMMHC FRET = 1
- Mdm2 ligase inh = 7
- Runt-CBFb FRET = 0
- Tb hexokinase = 2
- zVAD death inh = 5.6
20: CCOC(=O)C1=C(C)NC(C)=C(C(=O)OCC)C1C(=O)OCC(=O)c1ccc2c(c1)OCCO2
- 14-3-3 Bad PPI = -7
- Hck-Nef inh = 5
- EBV gp42 block = -25
- p47phox inh = -10
- Runt-SMMHC FRET = 4
- Mdm2 ligase inh = -16
- Runt-CBFb FRET = -4
- Tb hexokinase = -14
- zVAD death inh = -0.1

Further entries.
No.	smiles	14-3-3 Bad PPI	Hck-Nef inh	EBV gp42 block	p47phox inh	Runt-SMMHC FRET	Mdm2 ligase inh	Runt-CBFb FRET	Tb hexokinase	zVAD death inh
31	O=[N+]([O-])c1ccc2c(OCc3nnc(-c4ccccc4Br)o3)ncnc2c1	8	24	1	-8	-1	-16	4	-16	0.6
32	N=C1C(c2nc3ccccc3s2)=C(O)CN1Cc1ccccc1	5[fluorescence artefact?]	5	-11	-4	-6	-4	0	-1	0.2
33	CCOc1cc(O)c(-c2[nH]ncc2-c2nc(C)cs2)cc1CC	-7	13	-10	-13	-1	-2	1	-7	0.8
34	CC(C)(C)CN1CCNC(=O)C1CC(=O)NC1Cc2ccccc2C1 (configuration not stated)	-13	7	3	13	-2	-7	-1	-9	-0.8
35	O=C(c1ccc(Cn2c(=S)[nH]c3cc4c(cc3c2=O)OCO4)cc1)N1CCN(c2ncccn2)CC1	-12	27	-15	-4	-4	4	0	-8	-1.4
36	CC(NS(=O)(=O)c1ccc(OCC(=O)N2CCOCC2)cc1)c1ccccc1 (configuration not stated)	4	0	0	-12	-1	-9	-4	10	-0.3
37	Cc1ccc2ccccc2c1Cn1c(-n2ccnc2)nc2c1c(=O)n(C)c(=O)n2C	-2	0	-1	-5	-2	-14	0	-2	-0.5
38	COC(=O)c1ccc(CSc2nc3ccc(Cl)cc3[nH]2)o1	7	2	-4	-10	-2	-8	4	-1	0.9
39	O=C(CSc1n[nH]c(=O)n1C1CC1)Nc1ccc(Cl)c(Cl)c1	2	8	-12	29	-2	-3	2	-5	0.4
40	N#CCC(=O)N/N=C/c1ccc(Sc2nc3ccccc3s2)o1	43[fluorescence artefact?]	2	-121	-44	-2	0	-1	-7	0.0
41	O=C(CN(Cc1ccco1)S(=O)(=O)c1ccccc1)N/N=C/c1ccccc1C(=O)O	-11	23	-22	-1	1	-7	0	-5	-0.8
42	O=C(CC1Sc2ccccc2NC1=O)Nc1cccnc1 (configuration not stated)	-11	2	0	-10	0	-17	-1	0	0.1
43	COc1ccc(CN2CCCCC2C(=O)Nc2ccc(OC)c(OC)c2)cc1OC (configuration not stated)	-7	2	-13	5	5	-12	0	-9	0.9
